Source: PubChem BioAssay (Sanford-Burnham Center for Chemical Genomics)
SENP7 inh = blocks the human protease SENP7; Q9BQF6; recombinant SENP7, Z-RLRGG-aminoluciferin luminescence, 40 min; inhibition, % at 5 µM; 330,000 tested, 1.5% active; AID 434973;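 active = inhibition above about 50% at the single test dose, limit read from the data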;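 note: plate controls were DMSO with enzyme for no effect and no enzyme buffer wells for full effect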
Target sequence (Q9BQF6 706-1050 limits assumed): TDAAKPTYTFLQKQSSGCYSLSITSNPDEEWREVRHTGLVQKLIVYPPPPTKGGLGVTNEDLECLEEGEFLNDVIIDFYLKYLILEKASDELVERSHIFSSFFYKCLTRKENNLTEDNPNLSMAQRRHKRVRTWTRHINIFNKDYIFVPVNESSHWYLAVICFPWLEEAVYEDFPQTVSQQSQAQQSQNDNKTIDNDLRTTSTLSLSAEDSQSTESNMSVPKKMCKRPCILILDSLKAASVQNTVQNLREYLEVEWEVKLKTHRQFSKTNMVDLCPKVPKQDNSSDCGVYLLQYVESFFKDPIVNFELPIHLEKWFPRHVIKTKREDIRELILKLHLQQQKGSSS
PfGluPho inh = PfG6PD (Plasmodium falciparum) enzyme inhibition; PfGluPho enzyme, NADPH resazurin-diaphorase fluorescence; 350,000 tested, 0.78% active; inhibition, % at 20 µM;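 active = inhibition reaching at least a set limit at 20 µM in the primary screen, cut at about 59% in these data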;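 note: 0% = DMSO wells with substrate and 100% = DMSO wells lacking glucose-6-phosphate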
Apaf1 inhib = human Apaf-1 inhibition | 330,000 tested, 0.71% active | reconstituted apoptosome caspase-3 activity, DEVD-Rh110 fluorescence | AID 489030 | inhibition, % at 20 µM | O14727; active = inhibition of at least 40% at 20 µM;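 note: plate controls were DMSO wells for no effect and DEVD-CHO caspase inhibitor wells for full effect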
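System: reconstituted apoptosome with Apaf-1, cytochrome c, caspase-9, procaspase-3, dATP; Signal: Rh110 fluorescence intensity; Schedule: 30 min compound preincubation, 50 min activation, room temperature; Reagent: cytochrome c trigger plus (Z-DEVD)2-Rh110 caspase-3 substrate.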
SENP6 block = blocks the human protease SENP6; inhibition, % at 10 µM; Recombinant SENP6 catalytic domain, aminoluciferin luminescence; 330,000 tested, 1.8% active; Q9GZR1; AID 2599;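 active = inhibition above about 50% at the single tested dose, limit read from the data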;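 note: plate controls were DMSO wells with enzyme for no effect and DMSO wells lacking enzyme for full effect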
SENP1 FRET inh = blocks the human SENP1 SUMO protease catalytic domain. Q9P0U3. AID 624204. recombinant SENP1 catalytic domain, CyPet-SUMO1-YPet FRET cleavage. 360,000 tested, 0.21% active. inhibition, % at 10 µM;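 active = inhibition at least 30% at 10 µM, raw YFP signal under a set limit, fluorescence ratio 0.5 to 1.5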;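 note: 0% = enzyme with DMSO and 100% = no enzyme wells; some results filed as inactive read as strong as hits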
Target sequence (Q9P0U3 419-644 limits assumed): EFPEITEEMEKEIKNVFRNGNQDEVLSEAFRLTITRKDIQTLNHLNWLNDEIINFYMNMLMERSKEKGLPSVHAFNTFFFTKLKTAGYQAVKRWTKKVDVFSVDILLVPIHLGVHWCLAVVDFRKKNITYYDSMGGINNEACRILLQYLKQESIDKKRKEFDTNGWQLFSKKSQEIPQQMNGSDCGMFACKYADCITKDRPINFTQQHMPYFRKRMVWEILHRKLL
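Test system: recombinant human SENP1 catalytic domain, His6-tagged / Medium: pH 8 Tris buffer with EDTA, NaCl, BME, BSA, NP40, catalase / Also added: SUMO1 FRET substrate flanked by Cypet and Ypet, 25 nM / Times: 50 min reaction at room temperature / Signal: FRET, CFP and YFP emission / Control set: no-enzyme low control and enzyme-plus-DMSO high control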
HKDC1 inhibitor = HKDC1 (human) hexokinase inhibition | recombinant HKDC1, G6PDH/diaphorase resazurin coupled fluorescence | inhibition, % at 20 µM | 340,000 tested, 0.16% active | AID 493160;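 active = inhibition above about 35% when tested at 20 µM, limit read from the data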;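 note: plate controls were DMSO wells with enzyme for no effect and DMSO wells lacking enzyme for full effect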
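Material: recombinant HKDC1 hexokinase; Amount: HKDC1 at 5 µg/mL; Medium: Tris pH 8.0 buffer with MgCl2, Tween-20, BSA, BME; Schedule: 90 min reaction incubation at room temperature, dark; Technique: coupled resazurin fluorescence, excitation 525 nm, emission 613 nm.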
SENP8 block-1 = inhibitors of human SENP8 protease. Q96LD8. purified SENP8, Z-RLRGG-aminoluciferin cleavage, luminescence. inhibition, % at 10 µM. 330,000 tested, 1.2% active. AID 2540; in the data active = inhibition above about 50%
Target sequence (Q96LD8 whole entry, looked up): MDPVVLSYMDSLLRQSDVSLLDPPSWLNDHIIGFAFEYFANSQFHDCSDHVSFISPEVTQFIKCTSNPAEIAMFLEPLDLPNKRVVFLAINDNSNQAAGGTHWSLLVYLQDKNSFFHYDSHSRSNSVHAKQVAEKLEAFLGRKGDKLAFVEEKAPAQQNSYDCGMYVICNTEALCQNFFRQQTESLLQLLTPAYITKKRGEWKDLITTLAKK
SENP8 block-2 = blocks human SENP8 cleavage of Nedd8 substrate; Q96LD8; recombinant SENP8, Nedd8 substrate fluorescence; inhibition, % at 20 µM; 360,000 tested, 0.64% active; AID 602440; in the data active = inhibition mostly above about 40%, no sharp cut-off; inactive = mostly below about 27%
Numbers without * were called inactive; i = inactive; nt = no result given.

SMILES	SENP7 inh	PfGluPho inh	Apaf1 inhib	SENP6 block	SENP1 FRET inh	HKDC1 inhibitor	SENP8 block-1	SENP8 block-2
COc1ccc(/C(=N/Nc2ncnc3ccccc23)C(=O)O)cc1	2	-6	-6	-25	4	-1	-1	-7
CC(=O)Nc1ccc(S(=O)(=O)NNC(=O)c2ccc(S(=O)(=O)N3CCCCC3)cc2)cc1	-1	15	-10	-22	2	-9	3	6
Cc1ccc2cc3cc(C(=O)NCCN4CCOCC4)oc3nc2c1	0	9	-2	-1	3	2	-3	i
CCc1noc(C)c1C(=O)N1CCCC(C(=O)c2ccc(OC)c(F)c2)C1 (stereo not drawn)	8	-8	3	3	3	2	-1	2
O=C(c1ccco1)N1CCN(S(=O)(=O)c2ccc3c(c2)OCCO3)CC1	-2	-18	-2	-5	3	-10	-9	16
COc1ccc2c(c1)NC(C)(C)C=C2C	3	47	17	-8	-15	-4	8	-360
CC1CCN(C(=O)CSc2nnc(-c3ccco3)o2)CC1	-20	-2	7	-7	1	-2	-21	2
O=C(CCN1CCN(c2ccccn2)CC1)Nc1ccc(F)cc1	6	-8	-1	-6	-1	-3	3	5
Cc1cccc(OCCn2cc(/C=N/NC(=O)c3ccncc3)c3ccccc32)c1	4	7	10	-3	0	-5	3	2
CCOc1cc(C#N)ccc1OCC(=O)NNC(=O)CC1CCS(=O)(=O)C1 (stereo not drawn)	-4	7	3	-7	2	-3	0	2
COc1cc(C2CC(=O)Oc3ccc(C(C)(C)C)cc32)cc(OC)c1OC (stereo not drawn)	-8	0	32	nt	0	6	nt	4
Cn1c(SCC(=O)OCC(=O)c2ccccc2)nnc1-c1cccs1	-1	-9	-4	9	0	7	1	1
N/C(=N\N=C\c1ccnc2ccccc12)SC1CC(=O)N(c2ccc(Br)cc2)C1=O (stereo not drawn)	9	-48	29	-34	3	-1	-8	14
Cc1ccc(-c2cccc(NC(=O)C3C(C(=O)O)[C@@H]4C=C[C@H]3C4)c2)o1 (stereo partly drawn)	-2	0	-1	-16	-8	0	-3	-20
Cc1c(-c2ccncc2)oc2ccc(Br)cc2c1=O	1	nt	-5	11	nt	nt	11	nt
CCCCN1C(=N)N([C@@H](C)CN2CCC[C@H]2CN2C(N)=NC[C@@H]2Cc2ccccc2)C[C@H]1Cc1ccccc1	1	11	24	-3	0	-2	8	24
C=CCC1(O)C(=O)Nc2ccccc21 (stereo not drawn)	0	-12	2	-28	-1	1	0	17
CN(C(=O)c1ccc(NC(=O)Cc2cccc(NC(=O)C3CCN(C(=O)C4CCCC4)CC3)c2)cc1)C1CC1	nt	9	nt	nt	1	-2	nt	-3
COc1cccc(NC(=O)CNC(=O)c2ccc([N+](=O)[O-])cc2)c1	-3	4	-30	-9	1	-11	-1	19
Cc1ccccc1NC(=O)CCC(=O)N/N=C/c1ccc(F)cc1	-6	-17	9	-16	2	14	-9	7
Cc1ccc(-c2nnn(CCC(=O)NC(C)(C)C)n2)cc1	-6	-27	6	-2	3	1	-4	10
CCN(CC)CC(C(=O)N(CC)CC)P(=O)(c1ccccc1)c1ccccc1 (stereo not drawn)	7	-5	6	0	1	2	2	16
COc1ccc(N(CC(=O)Nc2cc(C)on2)S(=O)(=O)c2ccc(Cl)cc2)cc1	-9	17	8	-5	0	-7	-7	21
CC1CC(C)CN(S(=O)(=O)c2ccc(NC(=O)CN3CCCCCC3)cc2)C1 (stereo not drawn)	6	-11	20	1	-1	3	-3	3
O=S(=O)(c1ccccc1)N1CCCC1c1nc2ccccc2s1 (stereo not drawn)	1	21	7	13	0	-4	-2	13
Cn1nc(-c2ccccc2)cc1NC(=O)c1ccc(Cl)cc1	-3	4	-2	-12	3	-4	2	17
CCSc1nnc(NC(=O)CSc2nc3c(c(=O)n2C)SC(C)C3)s1 (stereo not drawn)	14	-1	-2	3	0	11	-4	9
CC(=O)C[C@H](O)CC(=O)[C@H]1OC(=O)CCCCCCCCc2ccccc21	-8	4	4	-14	-5	0	-8	20
CCOc1ccc(C(=O)N2CCN(S(=O)(=O)c3cccs3)CC2)c(OCC)c1	-16	7	2	-5	1	2	-14	-7
COc1cccc2c1OCC1COc3c(c(=O)n(C)c(=O)n3C)C21 (stereo not drawn)	2	6	-10	14	4	-4	-6	30

Limited to PfGluPho inh, for some of the entries so far:
Molecule	PfGluPho inh
CCOc1ccc(C(=O)N2CCN(S(=O)(=O)c3cccs3)CC2)c(OCC)c1	7
CCN(CC)CC(C(=O)N(CC)CC)P(=O)(c1ccccc1)c1ccccc1 (stereo not drawn)	-5

Next entries follow:
SMILES	SENP7 inh	PfGluPho inh	Apaf1 inhib	SENP6 block	SENP1 FRET inh	HKDC1 inhibitor	SENP8 block-1	SENP8 block-2
CSc1nc(N(C)C)nc(N2CC(=O)N(CCNS(=O)(=O)c3ccc(C)cc3)C2=N)n1	2	10	-13	-6	2	-1	-5	10
O=S(=O)(Nc1ncccn1)c1cc(Cl)ccc1Cl	-3	11	-5	1	0	-1	-5	-11
Clc1cccc(COn2c(-c3ccc(Cl)cc3Cl)nc3ncccc32)c1	5	46	24	7	-10	11	-5	-18
CCn1ncc(/C=N/N=C2\CCC3C4CCc5cc(O)ccc5C4CCC23C)c1C (stereo not drawn)	1	1	20	19	-3	0	2	16
Cc1cc(C)n2nc(SCC(=O)NC3CCCCC3)nc2n1	4	20	0	3	-1	2	-1	9
Cn1c(=O)c([N+](=O)[O-])c(NCC(O)c2ccccc2)c2ccccc21 (stereo not drawn)	-1	-6	-3	-4	1	0	-3	18
CC(OC(=O)COc1ccc(Nc2ccccc2)cc1)C(=O)N(C)c1ccccc1 (stereo not drawn)	7	35	25	-9	0	7	-2	7
O=C(/C=C/c1ccc(Cl)cc1Cl)c1ccc[nH]1	21	0	7	10	3	4	-27	34
CCOC(=O)Cn1nc(/C=C/c2ccc(C)cc2)ccc1=O	6	12	3	-6	1	-2	-6	-432
Cc1nnc(SCC(=O)N2CCCc3ccccc32)[nH]c1=O	-9	-19	-4	12	0	-9	-2	14
CN(C)c1cc(-c2ccc(Br)cc2)oc(=O)c1Cl	-10	39	11	-3	2	5	-4	-2
O=[N+]([O-])c1ccc(Cl)c2c1C1C=CCC1C(c1ccccn1)N2 (stereo not drawn)	0	43	26	9	5	9	-6	42*
Clc1ccc(CN(Cc2ccccc2)C(c2cccs2)c2nnnn2C2CCCC2)cc1 (stereo not drawn)	1	24	13	-19	0	-4	-5	9
CCOc1ccc(NC(=O)CCC(=O)Oc2ccc(C)cc2)cc1	9	1	2	5	0	-3	6	11
COc1ccc(C(=O)NCC(=O)OCC(=O)N2CCN(S(=O)(=O)c3ccccc3)CC2)cc1	-5	-7	-2	-11	0	-7	-12	26
O=C(NCCc1ccccn1)c1cccc(S(=O)(=O)N2CCCCCC2)c1	7	9	-3	1	3	-8	-3	32
COc1ccc2[nH]cc(CCNC(=O)C3CC(=O)N(c4ccc(Cl)cc4)C3)c2c1 (stereo not drawn)	-4	2	5	-12	-4	0	-10	-8
Cc1ccc(N(CC(=O)NCc2ccccn2)S(=O)(=O)c2ccccc2)cc1C	-2	-11	7	-3	3	-2	-1	5
Cc1ccc(C)n1-c1sc2c(c1C(=O)O)CCCC2	-4	-4	13	-12	-4	-4	-2	8
CCn1c(/C=C/c2cc[n+](C)cc2)nc2ccccc21	3	-4	11	8	-24	-5	9	-436
CCOC(=O)c1c(S(=O)(=O)N2CCN(C3CCCCC3)CC2)c(C)n(C)c1C	-12	-7	13	-22	-4	-7	-7	4
O=C(CSc1n[nH]c(-c2ccncc2)n1)Nc1ccc(Cl)c(C(=O)O)c1	3	-15	-3	-12	0	2	3	5
CC(C)Cc1ccc(CN2CCCC(NC(=O)CCN3CCCCC3=O)C2)cc1 (stereo not drawn)	6	1	2	11	1	-3	8	12
O=C(c1ccc(C23CC4CC(CC(C4)C2)C3)o1)N1CCOCC1	3	4	14	7	0	-1	4	5
Cc1ccc2ccc(C(Nc3ccccn3)c3ccccc3)c(O)c2n1 (stereo not drawn)	3	-16	11	5	1	-22	1	22
COc1ccccc1C=C1SC(=S)NC1=O	nt	-21	nt	nt	-2	9	nt	26
CC(NCC(=O)Nc1ccccc1C(=O)NC1CC1)c1cccs1 (stereo not drawn)	-3	-10	4	0	3	-5	-8	0
O=C(COc1ccc(Cl)cc1Cl)NC(=S)Nc1ccc(CN2CCOCC2)cc1	-6	12	1	-7	0	0	-2	6
COc1ccccc1CNC(=O)COC(=O)c1ccccc1SCC(=O)N1CCCC1	-3	-8	3	-4	0	6	3	4
Nc1nnc(SCC(=O)OCC(=O)NC2CCCCC2)s1	8	-7	-1	-18	1	-14	3	10

14 compounds out of the list, sorted by length of the SMILES, largest number first:
SMILES	SENP7 inh	PfGluPho inh	Apaf1 inhib	SENP6 block	SENP1 FRET inh	HKDC1 inhibitor	SENP8 block-1	SENP8 block-2
COc1ccc(C(=O)NCC(=O)OCC(=O)N2CCN(S(=O)(=O)c3ccccc3)CC2)cc1	-5	-7	-2	-11	0	-7	-12	26
COc1ccc2[nH]cc(CCNC(=O)C3CC(=O)N(c4ccc(Cl)cc4)C3)c2c1 (stereo not drawn)	-4	2	5	-12	-4	0	-10	-8
CCOC(=O)c1c(S(=O)(=O)N2CCN(C3CCCCC3)CC2)c(C)n(C)c1C	-12	-7	13	-22	-4	-7	-7	4
O=C(CSc1n[nH]c(-c2ccncc2)n1)Nc1ccc(Cl)c(C(=O)O)c1	3	-15	-3	-12	0	2	3	5
Cc1ccc(N(CC(=O)NCc2ccccn2)S(=O)(=O)c2ccccc2)cc1C	-2	-11	7	-3	3	-2	-1	5
O=C(COc1ccc(Cl)cc1Cl)NC(=S)Nc1ccc(CN2CCOCC2)cc1	-6	12	1	-7	0	0	-2	6
COc1ccccc1CNC(=O)COC(=O)c1ccccc1SCC(=O)N1CCCC1	-3	-8	3	-4	0	6	3	4
CC(C)Cc1ccc(CN2CCCC(NC(=O)CCN3CCCCC3=O)C2)cc1 (stereo not drawn)	6	1	2	11	1	-3	8	12
O=C(NCCc1ccccn1)c1cccc(S(=O)(=O)N2CCCCCC2)c1	7	9	-3	1	3	-8	-3	32
O=C(c1ccc(C23CC4CC(CC(C4)C2)C3)o1)N1CCOCC1	3	4	14	7	0	-1	4	5
Cc1ccc2ccc(C(Nc3ccccn3)c3ccccc3)c(O)c2n1 (stereo not drawn)	3	-16	11	5	1	-22	1	22
CC(NCC(=O)Nc1ccccc1C(=O)NC1CC1)c1cccs1 (stereo not drawn)	-3	-10	4	0	3	-5	-8	0
Nc1nnc(SCC(=O)OCC(=O)NC2CCCCC2)s1	8	-7	-1	-18	1	-14	3	10
COc1ccccc1C=C1SC(=S)NC1=O	nt	-21	nt	nt	-2	9	nt	26
